Source: PubChem BioAssay (several laboratories)
RBBP9 inhibitor – inhibitors of human serine hydrolase RBBP9; hit rate 0.2% among 220,000; O75884; recombinant RBBP9, FP-Rh probe fluorescence polarization; inhibition, % at 7.94 µM;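 active means inhibition above the campaign mean of all tested compounds plus 3 SD, cut at about 14% in these data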;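 further: plate controls were DMSO wells with RBBP9 for no effect and wells lacking RBBP9 protein for full effect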
Target sequence (O75884 whole entry, looked up): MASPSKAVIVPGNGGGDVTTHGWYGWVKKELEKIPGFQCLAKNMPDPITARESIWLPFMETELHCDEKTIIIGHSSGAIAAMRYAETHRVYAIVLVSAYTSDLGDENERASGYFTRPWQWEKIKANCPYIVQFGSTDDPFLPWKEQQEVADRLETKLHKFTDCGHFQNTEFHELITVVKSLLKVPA
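system = RBBP9 protein | input = RBBP9 at 2.5 µM in dispensed solution, before mixing | measured by = fluorescence polarization (mP), excitation 525 nm, emission 598 nm | incubation = enzyme-compound preincubation 30 min, then probe labeling 45 min, 25 °C | buffer or medium = Tris-NaCl-Pluronic buffer, pH 8.0 | compound = single dose 7.94 µM | also added = FP-Rh probe, 375 nM dispensing solution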
Ba/F3 V617F tox – loss of viability in JAK2V617F-driven Ba/F3 cells. Ba/F3 EpoR-JAK2V617F viability, ATP luminescence. AID 1446. inhibition, % at 5.6 µM. hit rate 1.1% among 220,000;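 active means inhibition above the campaign mean plus 3 SD over all tested compounds, cut at about 24% in these data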;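 further: cytokine-independent growth of Ba/F3 cells driven by EpoR plus mutant JAK2; 0% = DMSO-treated cells and 100% = JAK inhibitor I control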
NPY-Y1 antag – blocks the human neuropeptide Y Y1 receptor; P25929; HEK293-CNG Y1 cells, membrane potential fluorescence; NPY at EC95, then isoproterenol; inhibition, % at 3.6 µM; hit rate 1% among 200,000;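 active means inhibition above the campaign mean inhibition of all tested compounds plus 3 SD, cut at about 20% in these data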;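 further: 0% = DMSO wells given NPY plus isoproterenol and 100% = isoproterenol alone without NPY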
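Assay system: HEK293 cells with Y1 receptor plus CNG channel | Probe or stimulus: NPY (25 nM), isoproterenol (1 µM), Ro 20-1724 (25 µM) | Timing: Compound incubation 1 h at room temperature, readout 45 min post-stimulation | Measured by: Membrane-potential fluorescent dye readout | Benchmarks: High control isoproterenol alone, low control NPY with isoproterenol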
S1P4 antag – antagonists of human S1P4 receptor. inhibition, % at 4.98 µM. S1P4-expressing cells, antagonist mode, reporter read-out. AID 1510. hit rate 0.26% among 220,000; in the data active means inhibition above about 29%;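 further: 0% = wells stimulated with agonist and 100% = vehicle wells without agonist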
S1P4 agonist – activates the human S1P4 receptor. activation, % at 4.98 µM. O95977. AID 1509. S1P4-expressing cell line, agonist reporter assay. hit rate 0.35% among 220,000; in the data active means activation above about 11%;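 further: 0% = DMSO vehicle and 100% = reference agonist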
NPY1 pot ag – potentiates or activates human NPY-Y1 receptor. P25929. hit rate 0.37% among 220,000. NPY-Y1 expressing cells, potentiator/agonist activation. activation, % at 3.6 µM; in the data active means activation above about 33%, passing the limit was not always enough;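 further: cells stimulated with NPY at EC10 then isoproterenol at EC100; 0% = low agonist plus stimulus and 100% = saturating agonist plus stimulus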
BaF3 tox – parental Ba/F3 viability inhibition as JAK2V617F counter-screen; CellTiter-Glo ATP luminescence; inhibition, % at 5.6 µM; hit rate 1.1% among 220,000; AID 1486;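 active means inhibition above a per-campaign cutoff, the mean inhibition of all tested compounds plus 3 SD, cut at about 27% in these data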;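 further: 0% = DMSO wells and 100% = JAK Inhibitor I control wells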
Runt-CBFb FRET – inhibitors of human RUNX1 Runt domain binding to CBFb. hit rate 0.46% among 220,000. AID 1496. Cerulean-Runt/Venus-CBFb FRET ratio 530/480, 1 h. inhibition, % at 20 µM;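 active means inhibition over about 50% at 20 µM in the single-dose screen, limit read from the data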;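 further: 0% = DMSO wells and 100% = excess unlabeled CBFb competitor control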
Target sequence (Q01196 whole entry, looked up, the tested form may be a part): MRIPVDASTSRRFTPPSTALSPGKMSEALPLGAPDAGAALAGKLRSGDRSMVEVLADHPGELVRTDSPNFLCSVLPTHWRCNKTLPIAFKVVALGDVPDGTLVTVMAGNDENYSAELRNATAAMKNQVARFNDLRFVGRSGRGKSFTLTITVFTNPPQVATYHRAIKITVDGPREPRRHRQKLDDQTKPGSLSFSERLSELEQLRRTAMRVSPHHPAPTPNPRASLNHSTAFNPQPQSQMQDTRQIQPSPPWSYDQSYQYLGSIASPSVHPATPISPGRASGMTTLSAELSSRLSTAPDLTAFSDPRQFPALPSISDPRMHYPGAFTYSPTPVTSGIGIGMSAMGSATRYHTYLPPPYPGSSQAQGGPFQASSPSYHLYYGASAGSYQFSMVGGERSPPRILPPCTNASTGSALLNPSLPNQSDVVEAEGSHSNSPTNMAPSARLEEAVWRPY
Target sequence (Q13951 whole entry, looked up, the tested form may be a part): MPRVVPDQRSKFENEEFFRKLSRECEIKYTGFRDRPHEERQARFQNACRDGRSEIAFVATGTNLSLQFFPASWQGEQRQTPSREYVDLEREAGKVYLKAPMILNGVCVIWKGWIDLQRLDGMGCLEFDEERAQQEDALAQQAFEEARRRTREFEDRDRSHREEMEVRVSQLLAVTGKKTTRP
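Measured by: fluorescence energy transfer, 422 nm excitation, 530/480 nm emission; test system: Cerulean-tagged RUNX1 Runt domain (FRET donor) fusion protein; buffer or medium: Tris pH 7.5 buffer with BSA; compound: one dose, 20 µM compound, 1% DMSO; times: two 1 h room-temperature incubations shielded from light; benchmarks: unlabeled CBFb 5 µM, positive control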
NPY2 pot ag – potentiates or activates human NPY-Y2 receptor; cells expressing NPY-Y2, potentiator/agonist read-out; activation, % at 3.6 µM; hit rate 0.45% among 220,000; in the data active means activation above about 27%;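 further: cells stimulated with NPY near EC25 plus isoproterenol at EC100; 0% = vehicle plus submaximal agonist and 100% = vehicle plus saturating agonist; some results beyond the cut were filed as inactive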
The depositor's hits bear a star; x = not tested or not shown. Hits appear at their usual frequency. Share with any hit: about 3.6%.

canonical_smiles	RBBP9 inhibitor	Ba/F3 V617F tox	NPY1 pot ag	BaF3 tox	S1P4 antag	S1P4 agonist	Runt-CBFb FRET	NPY-Y1 antag	NPY2 pot ag
CC(=O)c1c(C)[nH]c(C(=O)Nc2ccc(C)c(S(=O)(=O)Nc3ccc(C)cc3C)c2)c1C	-59	3	10	-8	-4	-1.3	-1	x	-9
Cc1ccccc1N1CC(=O)Nc2c(oc3nc(-c4ccccc4)cc(C)c23)C1=O	2	3	-13	-2	-1	-0.5	0	x	-23
O=C(CCCSc1nc2ccccc2[nH]1)NCc1ccccc1	-5	2	-7	9	-19	1.2	0	1	0
Cc1cccc(Oc2ncnc3oc(-c4ccccc4)cc23)c1C	-1	-2	-31	6	-15	-0.5	2	-1	-11
O=C(CC1SC(=O)N(Cc2ccc(Cl)cc2)C1=O)Nc1nccs1 (centres undefined)	-4	-3	0	4	-4	0.5	0	4	13
CC(=O)Nc1cccc(CP(=O)(c2ccccc2)c2ccccc2)c1	-7	-1	16	1	4	1.8	0	x	1
NC(=O)COC(=O)c1ccc(-c2ccccc2)cc1	2	-1	-16	6	-9	0.0	0	6	-9
COC(=O)c1c(N)nc(C)n1-c1ccc(OC)cc1	-2	-2	18	-2	4	4.5	-2	-7	6
Cc1ccc2nc(-c3cccc(Br)c3)cc(C(=O)NC3=NCCS3)c2c1	-19	-4	11	6	19	-0.1	0	4	-5
CCOc1ccc2ccccc2c1/C=N/NC(=O)CNC(=O)C(c1ccccc1)c1ccccc1	-7	4	0	12	-15	-0.9	1	0	3
CCN(CC)c1ccc([N+](=O)[O-])cc1C(=O)N1CCOCC1	-5	1	-2	4	-21	1.4	-2	0	1
CN(c1ccc(C(=O)N2CCCCC2)cc1)S(=O)(=O)c1ccccc1	0	-3	9	5	-20	-0.2	0	-3	10
CCCCN(CC)C(=O)C1CCC(=O)N(c2ccc(OC)cc2)C1c1ccc(OC)c(OC)c1 (centres undefined)	0	-3	26	0	5	-2.4	x	1	-2
S=C1N(c2ccccc2)C(c2cccc3ccccc23)N2CCCN12 (centres undefined)	-1	-1	27	2	9	-2.3	3	-1	7
CSc1nc(=O)n2cc(C)ccc2n1	-5	-2	1	4	-12	-0.7	0	-2	-1
CC1CCCC(NC(=O)CSc2nccn2C)C1C (centres undefined)	-2	0	11	11	-17	-0.9	2	-5	-11
Cc1ccccc1OCC(O)CN(Cc1ccccc1O)C1CCCCC1 (centres undefined)	2	-2	19	0	-14	-0.2	-1	20*	13
O=c1c(Br)c(N2CCCC2)cnn1-c1ccccc1	-2	0	-10	4	-8	-1.7	-2	0	6
Cc1nn(CC(=O)Nc2ccccn2)c(=O)c2ccccc12	-2	0	-8	2	1	-0.2	1	1	4
CC(C)N(C(=O)COC(=O)[C@H](C)NC(N)=O)c1ccccc1	-8	-1	-1	0	-16	0.9	1	-2	-5
O=C(COc1ccc(Br)cc1CNC1CCCCC1)NCCc1ccccc1	-9	1	8	2	-4	-1.4	-3	27*	1
O=C(O)/C=C/C(=O)NCC1CCC(CNC(=O)/C=C/C(=O)O)CC1 (centres undefined)	-6	-1	9	2	0	0.6	0	x	-5
CCOC(=O)NC(CC(=O)O)c1ccc(OC)c(OC)c1 (centres undefined)	-1	-1	-2	1	3	1.0	1	3	18
Cc1nn(Cc2ccccc2)c(C)c1C(=O)NCCN1C(=O)S/C(=C\c2ccc(F)cc2)C1=O	-6	-3	13	5	5	0.6	-4	-1	5
CN(C)c1nc2c(c(=O)[nH]c(=O)n2C)n1Cc1ccccc1Br	-5	5	7	6	-1	-1.4	-1	-3	12
CC(=O)Nc1ccc2c(c1)C(=O)N(c1ccc(C)cc1)C2=O	-6	-4	27	-2	-2	-2.6	-1	-11	8
CC(C)NC(=O)CN1CCN(C(=O)CCl)CC1	-3	-3	14	3	8	0.4	0	1	1
O=C(c1ccc(-c2ccccc2)cc1)C1CCCN(C(=O)c2ccncc2)C1 (centres undefined)	2	-4	7	3	-4	-2.5	x	0	-6
COc1ccc(C(=O)O/N=C(\N)c2ccncc2)cc1OC	-1	3	7	5	-9	0.7	3	3	-6
CSc1cccc(CN2CCC(CO)(Cc3ccccc3)CC2)c1	-7	0	19	3	11	16*	0	11	-8

In another format: entries from further up.
Every second line gives: RBBP9 inhibitor | Ba/F3 V617F tox | NPY1 pot ag | BaF3 tox | S1P4 antag | S1P4 agonist | Runt-CBFb FRET | NPY-Y1 antag | NPY2 pot ag
O=C(COc1ccc(Br)cc1CNC1CCCCC1)NCCc1ccccc1
    -9 | 1 | 8 | 2 | -4 | -1.4 | -3 | 27* | 1
O=C(O)/C=C/C(=O)NCC1CCC(CNC(=O)/C=C/C(=O)O)CC1 (centres undefined)
    -6 | -1 | 9 | 2 | 0 | 0.6 | 0 | x | -5
CCOC(=O)NC(CC(=O)O)c1ccc(OC)c(OC)c1 (centres undefined)
    -1 | -1 | -2 | 1 | 3 | 1.0 | 1 | 3 | 18

Continuation.
canonical_smiles	RBBP9 inhibitor	Ba/F3 V617F tox	NPY1 pot ag	BaF3 tox	S1P4 antag	S1P4 agonist	Runt-CBFb FRET	NPY-Y1 antag	NPY2 pot ag
O=C(NCc1cccnc1)c1ccccc1-c1ccccc1	-10	1	16	4	4	1.0	3	2	2
CC1=C(C#N)C(C)C2=C(CC(C)(C)CC2=O)N1 (centres undefined)	-7	5	3	4	-13	-0.1	22	-1	5
O=C(NCCCO)c1nnc(Cc2c(F)cccc2Cl)o1	-11	-2	-7	1	2	1.0	-1	0	-10
CC(=O)Nc1ccc(S(=O)(=O)N(C)c2ccc(OCC(=O)OCC(=O)NCc3ccco3)cc2)cc1	-6	-1	18	-11	15	-0.9	0	x	-6
O=C(O)CC(C(=O)O)n1nc(-c2ccccc2)cc1-c1ccccc1 (centres undefined)	12	-4	-1	-1	-14	1.2	0	7	12
Cc1cc(C)c(C#N)c(SC(C(=O)NC(C)(C)C)c2ccccc2)n1 (centres undefined)	-7	0	-16	2	8	0.1	-1	x	-13
Cc1cc2cc(CN(Cc3ccc4c(c3)OCO4)C(=O)c3ccco3)c(=O)[nH]c2cc1C	-2	3	-8	1	-9	0.9	7	-1	-4
Cc1c(C(=O)OCC(=O)N2c3ccccc3CC2C)oc2ccccc12 (centres undefined)	-2	-3	-1	1	-19	0.7	x	6	5
O=C(NCCc1nc2ccccc2[nH]1)c1ccc([N+](=O)[O-])cc1	0	-2	1	-4	13	1.2	-1	x	-7
CC(C)CCN1CCN(Cc2ccc(C(F)(F)F)cc2)CC1CCO (centres undefined)	0	-1	15	5	-7	0.9	-3	6	12
O=C(NCc1cn(-c2ccccc2)nc1-c1ccccc1)c1cc([N+](=O)[O-])cc([N+](=O)[O-])c1	3	4	28	6	3	-0.5	0	7	-6
CCOc1ccc2nc(NCCNC(=O)CC)c(C#N)cc2c1	1	1	3	6	6	0.7	10	-1	2
CC1Cc2ccccc2N1C(=S)NC(=O)C1(C)CC1(Cl)Cl (centres undefined)	-11	-3	3	0	-13	2.2	2	-1	-4
O=C(Nc1ccc(-c2ccc([N+](=O)[O-])cc2)cc1)c1ccccc1F	2	3	-16	9	0	1.2	0	4	-2
COC(=O)c1cn(C(=O)c2ccccc2Cl)c2ccccc12	-6	-1	-8	4	-12	-0.9	-1	5	-24
O=C(NNC(=S)NC(=O)c1ccccc1[N+](=O)[O-])c1ccccc1O	-3	2	10	4	-24	1.3	4	4	-10
O=C(CCCn1c(=O)[nH]c2ccccc2c1=O)NCCSCc1ccccc1	-8	3	3	2	-14	1.9	-3	1	-13
O=C(Nc1ccccc1Oc1ccccc1)c1ccccc1F	-5	-1	-23	4	-16	0.8	-1	6	-8
COc1cccc(NC(=O)NCc2ccc(F)cc2)c1	-1	4	4	3	-2	-2.2	0	2	-10
CCCN(CC(=O)Nc1ccc(C(N)=O)cc1)CC(=O)Nc1cc(Cl)ccc1Cl	-7	1	4	5	4	0.4	-3	-3	3
CC(C)Cc1ccc(C(C)C(=O)Nc2ccc(O)cc2)cc1 (centres undefined)	1	-5	26	11	-20	1.8	-1	0	7
O=C(Nc1ccc2c(c1)OCO2)c1cccc2c1C(=O)N(C1CCCCC1)C2	2	-2	6	7	5	0.8	0	-3	-3
COCCN(C(=S)Nc1cccc(C)c1)C(C)c1cccs1 (centres undefined)	-5	-1	2	6	-29	0.7	2	4	-3
Cc1oc(-c2ccccc2F)nc1CN1CCC(C(=O)NCCC2=CCCCC2)CC1	1	5	-22	7	-8	-0.8	-1	13	-28
CCOC(=O)C1=C(CN2CCc3ccccc32)NC(=O)NC1c1cc(C)ccc1C (centres undefined)	-6	-1	8	-2	-15	1.1	x	-4	-2
O=C(CNC(=O)/C=C/c1ccccc1)N=Nc1c(O)n(Cc2ccccc2)c2ccccc12	-7	-4	-2	0	3	-0.4	-2	-3	-11
COc1ccccc1OCCCOc1c(C)cc(C)cc1Br	-5	0	-22	2	-6	1.1	1	8	-1
O=C(C[n+]1ccccc1)Nc1c(Cl)cc(Cl)cc1Cl	1	-5	6	5	-3	1.9	0	-4	-4
